Rin1-Abl PPI inh = blocks binding of human Rin1 to Abl. P00519+Q13671. TR-FRET Rin1/Abl binding, biochemical. inhibition, % at 7.35 µM. 0.4% of 360,000 active. AID 588664; in the data active = inhibition above about 5%, passing the limit was not always enough
eLon inh = E. coli protease La inhibition. 0.42% of 360,000 active. AID 602123. P0A9M0. inhibition, % at 7.94 µM. purified E. coli Lon protease, fluorescence polarization; in the data active = inhibition above about 13%, passing the limit was not always enough;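 also: 0% = enzyme with probe and DMSO and 100% = no enzyme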
CSN inh = CSN deneddylation inhibition | Q92905 | Purified CSN, SCF-Nedd8-OG deneddylation, fluorescence polarization | inhibition, % at 12.5 µM | 0.38% of 360,000 active;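 active = pattern-corrected inhibition above about 35%, with an unprinted fluorescence ratio check between 0.5 and 1.5, limit read from the data, passing the limit was not always enough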;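 also: 0% = enzyme with substrate and 100% = substrate without enzyme; some results filed as inactive read as strong as hits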
Target sequence (Q92905 whole entry, looked up, one chain of several): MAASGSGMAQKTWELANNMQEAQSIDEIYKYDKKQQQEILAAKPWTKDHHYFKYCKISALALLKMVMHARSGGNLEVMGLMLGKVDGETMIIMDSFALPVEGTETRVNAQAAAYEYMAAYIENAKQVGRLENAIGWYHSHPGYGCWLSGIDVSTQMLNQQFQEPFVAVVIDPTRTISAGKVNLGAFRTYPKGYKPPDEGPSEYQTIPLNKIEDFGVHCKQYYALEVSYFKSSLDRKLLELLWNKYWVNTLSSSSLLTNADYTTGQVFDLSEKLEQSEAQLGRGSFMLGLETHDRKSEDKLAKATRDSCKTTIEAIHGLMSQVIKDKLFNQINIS
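test system = HEK293T-derived human Csn5 enzyme | amount = 0.24 nM Csn5 enzyme, final concentration | medium = Tris/NaCl/DTT buffer, pH 7.5 | schedule = 90 min reaction at room temperature | signal = FP | evaluation = inhibition of Csn5 cleavage, % | compound dosing = single dose of 12.5 µM compound with 0.25% DMSO | probe or stimulus = 10 nM SCFSkp2-Nedd8OG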
Neddylation inh = blocks human cullin neddylation | P61081+Q13564 | TR-FRET cullin neddylation, biochemical | calls only at 25 µM | 0.58% of 360,000 active; in the data active = inhibition above about 36%
Target sequence (P61081 whole entry, looked up): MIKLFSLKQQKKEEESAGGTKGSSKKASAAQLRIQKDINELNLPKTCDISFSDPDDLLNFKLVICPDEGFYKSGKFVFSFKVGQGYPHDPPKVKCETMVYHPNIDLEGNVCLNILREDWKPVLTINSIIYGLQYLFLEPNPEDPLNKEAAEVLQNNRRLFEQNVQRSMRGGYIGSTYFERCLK
Target sequence (Q13564 whole entry, looked up): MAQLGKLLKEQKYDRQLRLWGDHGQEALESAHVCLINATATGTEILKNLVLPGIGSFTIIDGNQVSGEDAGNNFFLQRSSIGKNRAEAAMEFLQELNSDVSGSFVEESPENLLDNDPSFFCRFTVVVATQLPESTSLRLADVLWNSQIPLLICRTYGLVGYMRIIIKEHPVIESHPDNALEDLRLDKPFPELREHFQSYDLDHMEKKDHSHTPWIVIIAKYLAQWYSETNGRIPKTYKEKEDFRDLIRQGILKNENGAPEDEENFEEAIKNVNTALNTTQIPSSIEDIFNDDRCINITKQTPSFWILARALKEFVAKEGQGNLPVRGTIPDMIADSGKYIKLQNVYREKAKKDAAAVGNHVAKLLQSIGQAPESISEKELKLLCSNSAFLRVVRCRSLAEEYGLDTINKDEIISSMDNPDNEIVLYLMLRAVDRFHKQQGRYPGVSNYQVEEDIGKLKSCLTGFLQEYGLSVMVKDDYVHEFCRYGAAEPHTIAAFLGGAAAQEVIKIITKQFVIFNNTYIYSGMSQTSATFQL
MsrA inh = bovine MsrA inhibition; 0.75% of 360,000 active; AID 651718; inhibition, % at 15.5 µM; purified bovine MsrA, absorbance read-out; in the data active = inhibition above about 4.5%;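 also: 0% = vehicle wells with enzyme and 100% = reference inhibitor wells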
FAS TE block = FAS thioesterase (human) inhibition. 0.67% of 360,000 active. P49327. inhibition, % at 15 µM. recombinant FAS-TE, OMFH fluorogenic substrate, fluorescence endpoint;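 active = compounds whose normalised, plate-corrected inhibition of enzyme fluorescence in the single-dose primary screen is 50% or more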;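 also: 0% = DMSO with enzyme and 100% = substrate without enzyme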
Tb MetRS inh = Trypanosoma brucei MetRS inhibition; purified T. brucei MetRS, ATP depletion, Kinase-Glo luminescence; inhibition, % at 11.9 µM; 0.4% of 360,000 active;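 active = inhibition above a per-plate cutoff of the control wells' mean inhibition plus 3 SD, cut at about 5.5% in these data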;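 also: 0% = DMSO wells median and 100% = median of wells with control inhibitor compound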
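Dosing: 11.9 µM compound single dose, 0.9% DMSO; Assay system: purified T. brucei MetRS enzyme; Measured by: Kinase-Glo luciferase luminescence reporting remaining unconsumed ATP; Schedule: 15 min plus 2 h at 25 °C.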
MsrA act = activators of bovine methionine sulfoxide reductase A; purified bovine MsrA, absorbance read-out; activation, % at 10.6 µM; 0.3% of 360,000 active; in the data active = activation above about 7.5%;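 also: 0% = vehicle and 100% = reference activator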
PABP1 MLLE inh = blocks PAM2 peptide binding to the PABP1 MLLE domain; GST-MLLE / FITC-PAM2 fluorescence polarization; AID 588489; 0.36% of 360,000 active; P11940; inhibition, % at 20 µM; in the data active = inhibition above about 35%, passing the limit was not always enough;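 also: plate controls were DMSO wells with GST-MLLE for no effect and wells lacking GST-MLLE protein for full effect; some results filed as inactive read as strong as hits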
Numbers without * were called inactive; i = inactive; nt = no result given. Compounds were not picked by outcome. Share with any hit: about 4%.

SMILES | Rin1-Abl PPI inh | eLon inh | CSN inh | Neddylation inh | MsrA inh | FAS TE block | Tb MetRS inh | MsrA act | PABP1 MLLE inh
COc1ccc(CC(=O)Nc2c3c(nn2C(C)(C)C)CS(=O)C3)cc1 (centres undefined) | 5 | 0 | -2 | i | 0.2 | -6 | -1.0 | -5 | -11
COc1ccc(NC(=O)NN2CCN(C)CC2)cc1 | -3 | -4 | 0 | i | -1.3 | -6 | 0.3 | -2 | 5
O=C(NCCC(F)(F)F)c1cccc2c(-c3ccc(F)c(F)c3)coc12 | -2 | -2 | 2 | i | -0.6 | 21 | 0.2 | -2 | 1
Cn1cc(C(=O)Nc2ccc(Cl)c(Cl)c2)cn1 | -6 | 6 | -11 | i | 0.8 | 1 | -0.2 | 3 | 1
Cc1ccc(S(=O)(=O)N2CCOCC2)cc1NC(=O)COC(=O)Cc1cccs1 | -1 | 0 | 1 | i | -0.4 | -5 | -0.7 | -9 | 4
Cc1ccc(NC(=O)CSc2nc3ccccc3nc2N2CCOCC2)c(C)c1 | 0 | -3 | -2 | i | -0.3 | 5 | -0.3 | -2 | -2
COc1ccc(NC(=O)c2cc(-c3ccc(C)o3)nc3ccccc23)c(OC)c1 | 2 | -3 | 1 | i | 0.1 | 24 | -1.4 | -4 | 9
CN1/C(=C/C(=O)c2ccc(Cl)cc2)Sc2cc3c(cc21)OCO3 | -4 | -29 | -9 | i | -0.2 | -13 | -0.3 | -3 | 17
O=C(Nc1nnc(-c2ccc(Cl)cc2)o1)C1CCCCC1 | -2 | 2 | 3 | i | -0.5 | 1 | -0.1 | 0 | -3
COc1cccc(C(=O)NNC(=O)Cc2cccs2)c1 | 5 | -1 | -3 | i | -1.3 | -1 | -0.1 | -1 | -5
Cc1ccc(CN(C)C(=O)C2CCC(=O)N(CCc3ccccc3)C2)o1 (centres undefined) | -1 | -1 | 4 | i | 0.5 | -5 | 0.1 | -4 | 9
Cc1cc(-c2nnc(SCC(=O)Nc3ccc(F)cc3F)n2N)n[nH]1 | 5 | 3 | -1 | i | -0.9 | -5 | -0.7 | -5 | 4
CN(c1ccccc1C(=O)N1CCCC1)S(C)(=O)=O | -5 | -14 | 4 | i | -0.2 | -2 | -1.5 | -2 | -11
Nc1nc(-c2ccccn2)nc(N)c1Cc1ccc(Cl)cc1Cl | -2 | 4 | -17 | i | 2.1 | -3 | 0.0 | -4 | -8
O=C(NCc1ccccc1)c1ccccc1Br | 7.8* | -7 | 0 | i | -0.5 | -7 | -1.1 | -6 | -2
COc1ccc(CCNC(=O)CSc2nnnn2-c2ccccc2)cc1 | -3 | -3 | 4 | i | 0.5 | 6 | -0.5 | 3 | 9
Cc1c(NC(=S)NC(=O)c2ccccc2Br)c(=O)n(-c2ccccc2)n1C | -4 | -4 | 0 | i | -0.4 | -2 | -0.2 | -2 | 15
c1ccc(-c2cc3c(N4CCCC4)ncnc3s2)cc1 | -3 | -8 | 2 | i | 0.0 | 2 | -0.8 | -11 | -2
CCOC(=O)Cc1csc(NC(=O)c2cc(=O)c3ccccc3o2)n1 | -3 | 2 | 1 | i | 3.4 | -5 | -0.5 | -15 | -10
COc1ccc(NC(=O)c2cccc(S(=O)(=O)Nc3ccc(Br)cc3)c2)cn1 | 0 | 16 | -7 | i | -0.5 | 22 | -0.5 | 3 | 17
COc1ccc(S(=O)(=O)N2CCN(C(=O)C3CCCO3)CC2)cc1 (centres undefined) | 3 | -1 | 2 | i | 0.3 | -1 | -0.4 | -2 | -2
CC(C)NCC(O)COC1CCC(C(C)(C)C)CC1 (centres undefined) | 1 | -4 | -2 | i | -1.1 | -2 | -1.3 | -14 | 23
Clc1ccc(COn2c(-c3ccc(Cl)cc3Cl)nc3ncccc32)cc1 | 2 | 2 | -2 | i | 0.2 | 26 | 0.0 | 0 | -11
O=C1CN(C(=O)COc2ncnc3ccccc23)c2ccccc2N1 | -2 | 5 | 0 | i | 0.1 | -10 | -0.7 | -4 | -32
Cn1c(=O)[nH]c(=O)c2c1nc(Br)n2CCSc1nc2ccccc2o1 | 3 | -6 | 4 | i | 0.0 | -6 | -0.6 | -3 | -34
CCCOc1cccc(-c2cc(-c3n[nH]c(=S)n3CC)c3ccccc3n2)c1 | 5 | 4 | 1 | i | 0.1 | 38 | -1.4 | -7 | -57
CC(C)COc1ccc(C(=O)Nc2ccc(NC(=O)c3ccco3)cc2)cc1 | 5 | 1 | 0 | i | nt | -6 | -0.1 | -1 | 3
CCN(CC(=O)Nc1ccc(C(=O)Nc2ccc(OC)cc2)cc1)Cc1nc2ccccc2c(=O)[nH]1 | 1 | 0 | -1 | i | 0.0 | -3 | -0.8 | 1 | -6
Cc1occc1-c1nnc(SCC(=O)N2CCc3ccccc32)o1 | -3 | -2 | 3 | i | 0.3 | 2 | -0.6 | -2 | -5
COc1cccc(/C=C/C(=O)NCC2CCCCC2)c1 | 0 | -5 | -1 | i | -0.5 | 11 | 0.4 | -2 | 7

Compound profiles (already shown). Order of values: Rin1-Abl PPI inh, eLon inh, CSN inh, Neddylation inh, MsrA inh, FAS TE block, Tb MetRS inh, MsrA act, PABP1 MLLE inh
Profile of `CCCOc1cccc(-c2cc(-c3n[nH]c(=S)n3CC)c3ccccc3n2)c1` : 5, 4, 1, i, 0.1, 38, -1.4, -7, -57
Profile of `COc1ccc(NC(=O)NN2CCN(C)CC2)cc1` : -3, -4, 0, i, -1.3, -6, 0.3, -2, 5
Profile of `COc1ccc(CC(=O)Nc2c3c(nn2C(C)(C)C)CS(=O)C3)cc1` (centres undefined) : 5, 0, -2, i, 0.2, -6, -1.0, -5, -11
Profile of `Cc1ccc(S(=O)(=O)N2CCOCC2)cc1NC(=O)COC(=O)Cc1cccs1` : -1, 0, 1, i, -0.4, -5, -0.7, -9, 4
Profile of `O=C(NCc1ccccc1)c1ccccc1Br` : 7.8*, -7, 0, i, -0.5, -7, -1.1, -6, -2

Further compounds follow.
SMILES | Rin1-Abl PPI inh | eLon inh | CSN inh | Neddylation inh | MsrA inh | FAS TE block | Tb MetRS inh | MsrA act | PABP1 MLLE inh
CC(C)C[C@H](NC(=O)c1nc[nH]c1C(=O)N(C)Cc1ccccc1)C(=O)OCc1ccccc1 | 2 | 6 | -2 | i | -0.2 | 21 | -0.2 | 2 | 10
O=S(=O)(c1ccc(F)cc1)N1CCC2(CC1)OCCN2S(=O)(=O)c1cccs1 | 5 | -1 | -1 | i | -0.2 | 18 | -0.1 | -1 | -8
CCCCn1c(N)c(N(CC(C)C)C(=O)C2CC(=O)N(Cc3ccco3)C2)c(=O)[nH]c1=O (centres undefined) | 4 | -9 | -2 | i | 0.8 | -2 | -0.5 | -8 | -14
Cc1ccc2c(cnn2C(=O)CCC(=O)NC2CCCC2)c1 | 2 | -14 | 2 | i | -0.1 | -1 | -0.8 | -7 | -7
Cc1noc(NS(=O)(=O)c2ccc(N/C=C/C(=O)c3ccncc3)cc2)c1C | 2 | 5 | 3 | i | 1.4 | -4 | -1.1 | -5 | 10
COc1ccc(C)cc1NC(=O)C(OC(=O)Cn1cnc2c1c(=O)n(C)c(=O)n2C)c1ccccc1 (centres undefined) | 5 | 4 | -1 | i | 1.1 | 4 | 0.0 | -4 | 12
CCC(C)(C(=O)NC1CCCC1)N(C(=O)c1ccccn1)c1ccc(C)cc1 (centres undefined) | -3 | 2 | 0 | i | -0.6 | -2 | -0.3 | -4 | -2
CCOC(=O)c1ccccc1-c1csc(N)n1 | 4 | 3 | -10 | i | -0.7 | -6 | -0.8 | -9 | 6
C=CC[C@@H](Cc1ccc(F)cc1)C(=O)OC[C@H]1CCCN1C(=O)[C@@H](CC=C)CC(=O)N[C@H](CO)Cc1ccccc1 | 4 | 2 | 5 | i | -1.2 | 13 | -0.3 | -10 | -1
COCCNc1nc2nonc2nc1N1CCC(N(C)C)C1 (centres undefined) | -1 | -7 | -4 | i | 2.5 | -5 | -0.1 | -5 | -1
O=S1(=O)CC(N2CCC(Cc3ccccc3)CC2)CN1Cc1ccc(F)cc1 (centres undefined) | 2 | 0 | 2 | i | 0.4 | 13 | -1.1 | 2 | -1
Cc1cc2ccccc2c(=O)n1CC(=O)NCC(=O)N1CCN(c2ccccc2)CC1 | -4 | 0 | 3 | i | -0.1 | -4 | 0.3 | -1 | -5
O=C(COC(=O)c1ccccc1C(=O)c1ccccc1)Nc1ccc(SC(F)F)cc1 | -1 | -5 | -11 | i | -0.5 | 32 | -1.2 | -6 | 9
CCCNS(=O)(=O)c1ccc(CCC(=O)Nc2cc(Cl)ccc2Oc2ccccc2)cc1 | -4 | 4 | 3 | i | 1.2 | 32 | -0.7 | 0 | 5
CCc1nc2ccc(C(=O)N(CC)CCN(C)C)cn2c1N(C)CCCc1ccccc1 | 3 | 0 | 3 | i | 0.4 | -3 | -0.1 | 0 | 4

The last 2 compounds of the section above lead into the next.
SMILES | Rin1-Abl PPI inh | eLon inh | CSN inh | Neddylation inh | MsrA inh | FAS TE block | Tb MetRS inh | MsrA act | PABP1 MLLE inh
CCCNS(=O)(=O)c1ccc(CCC(=O)Nc2cc(Cl)ccc2Oc2ccccc2)cc1 | -4 | 4 | 3 | i | 1.2 | 32 | -0.7 | 0 | 5
CCc1nc2ccc(C(=O)N(CC)CCN(C)C)cn2c1N(C)CCCc1ccccc1 | 3 | 0 | 3 | i | 0.4 | -3 | -0.1 | 0 | 4
Cc1ccnc(SCC(=O)N2CCC(C(N)=O)CC2)n1 | -2 | 2 | 1 | i | -0.6 | -8 | 0.2 | 3 | -3
CC(=O)C1=C(C)NC(C)=C(C(C)=O)C1c1ccccc1 | 4 | -4 | -5 | i | 0.7 | -2 | -0.1 | 1 | -4
CC(C)N(Cc1nc(-c2ccccc2)no1)C(=O)CN(C)S(=O)(=O)c1ccccc1 | -2 | 1 | 2 | i | -0.2 | 4 | -2.4 | -13 | 10
CC(C)CN(CC(C)C)S(=O)(=O)N1CCC(C(=O)N2CCc3ccccc3C2)CC1 | -2 | -10 | 1 | i | 0.4 | 5 | -0.4 | -5 | -1
Cc1cc(Cl)ccc1OCc1cn2cccnc2n1 | -1 | -7 | -7 | i | -0.7 | 0 | 11* | -4 | -4
Cc1ccc(N2CCN(C(=O)c3ccccc3NC(=O)C3CC=CCC3C(=O)O)CC2)cc1 (centres undefined) | -2 | -7 | 5 | i | 1.0 | -8 | -1.5 | -11 | -17
CN(CCO)c1cc(Sc2nc3ccccc3s2)c2nonc2c1[N+](=O)[O-] | -4 | -8 | 2 | i | 2.8 | 74* | 0.2 | -9 | 24
C/C(=N\Nc1cc(C(F)(F)F)ccc1Cl)c1ccccc1O | -4 | 7 | -12 | i | 0.8 | 30 | -0.4 | -2 | 4
CSc1nsc2nc(=O)c(/C=C3\C(C)=Nc4ccccc43)c(N)n12 | -4 | -23 | 2 | i | 0.9 | -1 | 1.4 | -3 | -35
CCc1cc(=O)oc2cc(C)cc(OCC(=O)NCCCN3CCOCC3)c12 | 1 | 0 | 8 | nt | -0.5 | -7 | -1.1 | -14 | 14
CN(C)c1ccc(C=C2SC(=S)N(Cc3ccco3)C2=O)cc1 | 1 | i | -72 | i | 1.4 | -111 | 0.0 | -2 | i

Screens: PubChem BioAssay, several laboratories
